KB-3-1 cytotox: qHTS assay for MDR1-selective chemotherapeutics: Primary screen using the parental adenocarcinoma cell KB-3-1; KB-3-1 viability, CellTiter-Glo ATP luminescence, 72 h; 400,000 tested, 1.4% active; Potency, µM (titrated, usually from 46.1 µM), without a hit: at the highest dose activity change, negative = cytotoxic, hits mostly cytotoxic; note: potency is the fitted concentration of half-maximal effect; % is set by controls: 0 for no effect and ±100 for the full control effect; nearly all actives have a fitted effect of over 60% in size
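Luminescent ATP read-out (CellTiter-Glo) measures survival of drug-naive KB-3-1 cells after 72 h compound exposure at 37 °C. Titration series was screened from lowest to highest concentration, with DMSO vehicle plates as background controls.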
ATXN2 expr inh: Primary qHTS for Inhibitors of ATXN expression | Potency, µM (highest dose often 57 µM), for inactives: at the top dose activity change, negative = inhibition, most hits filed as inhibitors | 360,000 tested, 0.72% active | AID 1745845, 2022 | HEK-293 ATXN2-luciferase reporter, luminescence, 24 h; note: potency is the fitted concentration of half-maximal effect; % is set by controls: 0 for no effect and ±100 for the full control effect; nearly all actives have a fitted effect of over 55% in size
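qHTS (up to 57 uM final) was run with 24 h compound exposure of reporter cells at 37 °C. Each well was multiplexed: SteadyGlo luminescence measured ATXN2-luciferase expression after a fluorogenic Gly-Phe-AFC viability readout (25 uM final).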
SW480 rereplic: A quantitative high throughput screen for small molecules that induce DNA re-replication in SW480 colon adenocarcinoma cells | Potency, µM (highest dose often 46.1 µM), without a hit: top-dose re-replication activation, hits mostly activators | SW480 DNA re-replication, Hoechst DNA content imaging, 48 h | AID 624297, 2012 | 340,000 tested, 1.8% active; note: potency is the fitted concentration of half-maximal effect; % of control where 0% means no effect; nearly all actives have a fitted effect of over 55% in size
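Image-based read-out: total Hoechst fluorescence of nuclei (405 nm excitation, 500-530 nm emission), with hits raising the fraction of high-intensity nuclei. SW480 colon cells incubated 48 hr with compounds at 37 C.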
HT1080 IDH1KD tx: qHTS for induction of synthetic lethality in tumor cells producing 2HG: qHTS for the HT-1080-IDH1KD cell line; HT-1080 IDH1 knockdown viability, ATP luminescence, 48 h; Potency, µM (series often up to 46.1 µM), inactives show top-dose activity, negative = toxicity, most hits filed as cytotoxic; 360,000 tested, 2% active;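 note: potency is the fitted concentration of half-maximal effect; 0% = DMSO wells and -100% = cell-free medium wells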
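After a 2 h attachment period, IDH1KD HT-1080 cells took pin-transferred compound for 48 h at 37 °C; ATP-based luminescence after 10 min room-temperature reagent incubation reported viability.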
MCF10A rereplic: A quantitative high throughput screen for small molecules that induce DNA re-replication in MCF 10a normal breast cells | MCF 10A DNA re-replication, Hoechst nuclear intensity, 48 h | Potency, µM (top dose mostly 46.1 µM), for inactives: at the top dose activity, positive = re-replication, usual class: activators | 350,000 tested, 2.9% active; note: potency is the fitted concentration of half-maximal effect; % of control where 0% means no effect; nearly all actives have a fitted effect of over 50% in size
WRN inhibitor: qHTS for Inhibitors of WRN Helicase; Bifunctional 3'-5' exonuclease/ATP-dependent helicase WRN (Homo sapiens), Q14191; WRN helicase unwinding, fluorescent forked duplex, kinetic; Potency, µM (highest dose often 114 µM), without a hit: at the highest dose activity change, negative = inhibition, actives largely listed as inhibitors; 360,000 tested, 0.46% active; AID 651768, 2012; note: potency is the fitted concentration of half-maximal effect; % is set by controls: 0 for no effect and ±100 for the full control effect; nearly all actives have a fitted effect of over 55% in size
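WRN at 20 nM final was preincubated with compound for 15 min at room temperature; reaction started with 100 nM forked duplex oligonucleotide carrying fluorophore and quencher plus 2 mM ATP (final). Unwinding followed kinetically by red fluorescence (ex 525/em 598 nm).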
KB-V1 cytotox: qHTS assay for MDR1-selective chemotherapeutics: Primary screen using the drug-selected MDR subline cells KB-V1; KB-V1 MDR cells viability, CellTiter-Glo, 72 h; 400,000 tested, 3.4% active; Potency, µM (titrated, usually from 46.1 µM), without a hit: at the top dose activity change, negative = cytotoxicity, usual class: cytotoxic; note: potency is the fitted concentration of half-maximal effect; % is set by controls: 0 for no effect and ±100 for the full control effect; nearly all actives have a fitted effect of over 60% in size
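Luminescent ATP read-out (CellTiter-Glo, 10 min) measures survival of drug-selected KB-V1 MDR cells after 72 h, 37 degrees C compound exposure. Medium: phenol-red-free DMEM, 10% FBS. Values from fitted concentration-response curves.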
HT1080-NT tox: qHTS for induction of synthetic lethality in tumor cells producing 2HG: qHTS for the HT-1080-NT fibrosarcoma cell line. HT-1080-NT fibrosarcoma viability, CellTiter-Glo ATP luminescence, 48 h. Potency, µM (highest dose often 46.1 µM), inactives show at the highest dose activity, negative = less viability, most hits filed as cytotoxic. 360,000 tested, 1.6% active. AID 686970, 2013;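 note: NT is the 2HG producing partner of a matched IDH1 knockdown line; potency is the fitted concentration of half-maximal effect; 0% = DMSO-treated cells and -100% = media-only wells without cells; nearly all actives have a fitted effect of over 55% in size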
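Toxicity toward the 2HG-producing NT line was scored as %Activity, normalised to DMSO and no-cell wells, from CellTiter-Glo luminescence after 48 hours' treatment.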
IL1B secr inh: qHTS for Inhibitors of Inflammasome Signaling: IL-1-beta AlphaLISA Primary Screen; THP-1 LPS/ATP IL-1B secretion, AlphaLISA, 16 h; active compounds read low; 360,000 tested, 4.7% active; AID 743279, 2014; activity change, % at 57.5 µM; in the data active = activity change below about -50%; inconclusive = mostly about -30% to -49%; note: % is set by controls: 0 for no effect and ±100 for the full control effect
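THP-1 cells pretreated 1 hr with compounds (up to 57.5 uM final), then stimulated with LPS (250 ng/mL final) plus ATP (1.25 mM final); secreted IL-1B measured by AlphaLISA after 16 hr, decreased signal indicating inhibition.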
Active calls of the source: *; ? = inconclusive; . = not tested or not shown; [ ] = remark or other dose. Unless noted, calls come from the whole dose curve; as a rule, active = well fitted curve in the direction sought with a large enough effect; inconclusive = small, poorly fitted or top-dose-only effect, or another doubt; inactive = no such curve, though single readings can be large; an effect the other way counts as inactive or inconclusive. Rows are unselected. Share with any hit: about 12%.

SMILES	KB-3-1 cytotox	ATXN2 expr inh	SW480 rereplic	HT1080 IDH1KD tx	MCF10A rereplic	WRN inhibitor	KB-V1 cytotox	HT1080-NT tox	IL1B secr inh
CCC(=O)c1cn(CC(=O)Nc2cccc(OC)c2)c2ccccc12	16%	1%	-1%	15%	-1%	2%	9%	-2%	17
S=C(NCCc1ccccc1)Nc1ncccn1	-18%	27%	1%	-8%	3%	-12%	-7%	-4%	-6
Cc1ccc(NC(=O)OCCN2CCN(Cc3ccccc3)CCC2=O)cc1	6%	0%	-3%	1%	-23%	6%	-11%	-1%	3
C[C@H]1CN([C@@H](C)CO)C(=O)c2cc(Br)cnc2O[C@@H]1CN(C)C(=O)CN(C)C	5%	3%	.	9%	.	0%	15%	5%	10
N=C1c2ccccc2-c2ccccc21	-8%	10%	-3%	-3%	-5%	1%	0%	-10%	3
CCc1nn(C(C)C(=O)N(C)Cc2ccccc2)c(=O)c2cc3occc3n12 (configuration not stated)	-7%	-11%	-11%	0%	0%	4%	-14%	-1%	10
Cc1ccc(CSCCNS(=O)(=O)c2ccc([N+](=O)[O-])cc2)cc1	-29%	-16%	5%	-4%	6%	-3%	-1%	-12%	-61*
CCN1C(=O)CSc2ccc(C(=O)NCCCN3CCOCC3)cc21	13%	2%	-18%	4%	2%	-5%	8%	11%	9
CCCOc1ccccc1C1NC(=O)NC(C)=C1C(=O)OCCOC (configuration not stated)	-9%	0%	-6%	6%	2%	7%	-11%	9%	-13
COc1ccc(CNCC(O)(c2ccc(Cl)cc2)c2ccc(Cl)cc2)cc1OC	-19%	?	?	?	?	-15%	7.3µM*	?	?
COc1ccc(Cc2nnc(SCc3ccc([N+](=O)[O-])cc3)o2)cc1	?	10%	0%	-18%	5%	1%	?	7%	?
C#CCSc1nc(=O)c2cccnc2n1-c1ccc(C)cc1	-8%	16%	7%	-2%	-4%	11%	0%	-3%	26
COC(=O)c1ccc(CN2CCCC(C(=O)Nc3cccc(-n4cnnn4)c3)C2)cc1 (configuration not stated)	?	1%	-4%	2%	8%	3%	?	-6%	4
CCOC(=O)c1c(C2CCN(C(=O)OCC)CC2)nc2ccccn12	-13%	-23%	-7%	8%	0%	0%	?	-3%	28
CC(C)Sc1n[nH]c(=O)n1-c1ccccc1	5%	.	0%	5%	-2%	-9%	2%	11%	16
COc1cccc(C(=O)NCC[N+](C)(C)C)c1	23%	5%	.	5%	.	2%	0%	14%	14
O=C(CN1C(=O)S/C(=C\c2ccccc2F)C1=O)NC1C=CS(=O)(=O)C1 (configuration not stated)	-16%	-9%	?	-17%	12%	-17%	14%	0%	-70*
CN(C(=O)c1ccc(Cl)c(S(=O)(=O)N2CCOCC2)c1)c1ccccc1C(=O)O	2%	-2%	0%	-6%	-6%	3%	1%	0%	18
COc1cccc(C(=O)Nc2ccc(NC(C)=O)cn2)c1	0%	-6%	-3%	2%	0%	8%[57.1 µM]	-3%	0%	17
COC(=O)Cc1cc(=O)[nH]c(/N=C(\N)Nc2ccccc2C)n1	6%	13%	?	-6%	-13%	-19%	6%	-1%	-10
Cc1noc(C)c1COc1ccccc1C(=O)NNC(=O)C(C)Oc1ccccc1F (configuration not stated)	21%	-10%	1%	3%	1%	-14%	?	-1%	6
CC(C)(C)[C@@H]1CCC(=O)N(CC[C@H](Sc2ccccc2)c2ccccc2)CC1	?	?	-4%	-27%	?	-3%	?	-18%	?
C(=C\c1ccccc1)/C=N/N1CCN(Cc2ccccc2)CC1	-4%	30%	?	-3%	?	11%	-8%	2%	-3
O=C(COC(=O)c1ccc2ccccc2n1)NCc1ccccc1	0%	-15%	-6%	7%	-3%	-11%	?	17%	1
CS(=O)(=O)c1ccc2nc(NC(=O)c3cc([N+](=O)[O-])cc([N+](=O)[O-])c3)sc2c1	0%	.	3%	2%	-2%	1%	-6%	-1%	10

Reprinted at random: 4 compounds from above, in no set order.
SMILES	KB-3-1 cytotox	ATXN2 expr inh	SW480 rereplic	HT1080 IDH1KD tx	MCF10A rereplic	WRN inhibitor	KB-V1 cytotox	HT1080-NT tox	IL1B secr inh
COC(=O)Cc1cc(=O)[nH]c(/N=C(\N)Nc2ccccc2C)n1	6%	13%	?	-6%	-13%	-19%	6%	-1%	-10
COc1cccc(C(=O)NCC[N+](C)(C)C)c1	23%	5%	.	5%	.	2%	0%	14%	14
CCC(=O)c1cn(CC(=O)Nc2cccc(OC)c2)c2ccccc12	16%	1%	-1%	15%	-1%	2%	9%	-2%	17
C(=C\c1ccccc1)/C=N/N1CCN(Cc2ccccc2)CC1	-4%	30%	?	-3%	?	11%	-8%	2%	-3

3 entries out of the list above, arranged by their value in IL1B secr inh, low to high.
Structure	SW480 rereplic	WRN inhibitor	IL1B secr inh
COC(=O)Cc1cc(=O)[nH]c(/N=C(\N)Nc2ccccc2C)n1	?	-19%	-10
CCN1C(=O)CSc2ccc(C(=O)NCCCN3CCOCC3)cc21	-18%	-5%	9
CN(C(=O)c1ccc(Cl)c(S(=O)(=O)N2CCOCC2)c1)c1ccccc1C(=O)O	0%	3%	18

Further entries follow:
SMILES	KB-3-1 cytotox	ATXN2 expr inh	SW480 rereplic	HT1080 IDH1KD tx	MCF10A rereplic	WRN inhibitor	KB-V1 cytotox	HT1080-NT tox	IL1B secr inh
Nc1c2c(nn1-c1ccc(F)cc1)CSC2	6%	-5%	-3%	9%	24%	17%	15%	7%	10
CCOC(=O)C1(Cc2ccccc2)CCCN(Cc2ccc(OCCO)cc2)C1 (configuration not stated)	-2%	0%	-5%	0%	0%	2%	-1%	-5%	27
CCCCNS(=O)(=O)NC(=O)C1=C(N2CCCC2)COC1=O	19%	5%	-8%	18%	-2%	1%	?	13%	14
COc1cccc(NC(=O)CSc2nc3ccccc3c(=O)n2CCCC(=O)NCC2CCCO2)c1 (configuration not stated)	13%	3%	-33%	-24%	-2%	-2%[57.1 µM]	-14%	-12%	-3
CCCCN(C)CCC(=O)Nc1ccc(OC)cc1OC	0%	6%	-1%	4%	6%	-5%	0%	3%	2
CCCCn1nnnc1C(c1cc2ccccc2o1)N1CCN(C(=O)OCC)CC1 (configuration not stated)	6%	11%	.	3%	.	-4%	-37%	2%	?
CCN(CC)C(=O)COc1ccc(/C(C)=N/NC(=O)c2ccccc2Br)cc1	0%	14%[11.3 µM]	-6%	3%	2%	-7%	6%	19%	10
Cn1c(SCC(=O)Nc2ccccc2F)nnc1-c1cc2ccccc2o1	1%	1%	-7%	2%	3%	1%	?	11%	-10
CCNc1ccc(S(=O)(=O)N(C)C)cc1NCC(=O)Nc1ccccc1Br	-19%	-26%	-2%	10%	5%	-14%	?	0%	2
Cc1ccnc(-n2sc3ccccc3c2=O)n1	-9%	1%	?	-11%	?	32µM*	9%	1%	-96*
O=C(NCc1ccc(C(F)(F)F)cc1)C12CN(Cc3ccccc3)CC1C(c1cccc([N+](=O)[O-])c1)=NO2 (configuration not stated)	0%	7%	-1%	4%	6%	0%	-3%	15%	-16
CC(C)CN1CCN(Cc2ccc(Oc3ncccn3)cc2)CC1CCO (configuration not stated)	14%	-13%	-1%	-2%	-6%	3%	5%	-2%	-3
COc1ccc(C2(CNC(=O)/C=C\c3ccco3)CCCC2)cc1OC	6%	-5%	0%	0%	5%	-2%	-13%	6%	13
COC(=O)c1ccc(N2C(c3ccsc3)=Cc3cc4c(cc3C2CC(=O)c2ccco2)OCO4)cc1 (configuration not stated)	?	-6%	.	?	.	-2%	?	?	9
